FH mod: Identification of activators of human fumarate hydratase by quantitative high-throughput screening; Fumarate hydratase, mitochondrial (Homo sapiens), P07954; FH coupled MDH/diaphorase resazurin fluorescence, 15 min; Potency, µM (series often up to 79.9 µM), for inactives: top-dose activity change, negative = inhibition, usual class: inhibitors; hit rate 0.22% among 54,000; note: the screen sought activators but most active calls are inhibition curves; nearly all actives have a fitted effect of over 45% in size
Target sequence (P07954 whole entry, looked up): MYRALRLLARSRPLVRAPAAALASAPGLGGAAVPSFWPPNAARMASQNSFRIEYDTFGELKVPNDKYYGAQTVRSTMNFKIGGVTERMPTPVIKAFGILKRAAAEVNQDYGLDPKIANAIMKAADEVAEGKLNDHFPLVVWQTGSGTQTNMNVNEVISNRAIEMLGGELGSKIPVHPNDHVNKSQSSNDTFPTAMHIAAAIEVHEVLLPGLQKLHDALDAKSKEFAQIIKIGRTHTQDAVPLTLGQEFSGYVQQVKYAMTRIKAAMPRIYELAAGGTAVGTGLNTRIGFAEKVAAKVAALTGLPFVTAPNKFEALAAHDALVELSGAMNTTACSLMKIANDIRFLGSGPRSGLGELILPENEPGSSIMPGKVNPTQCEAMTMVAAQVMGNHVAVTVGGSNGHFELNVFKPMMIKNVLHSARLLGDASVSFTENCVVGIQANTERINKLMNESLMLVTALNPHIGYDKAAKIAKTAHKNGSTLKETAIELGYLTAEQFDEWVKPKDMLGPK
NTMT1 inhibitor: NTMT1 methyltransferase inhibition; NTMT1 MTase-Glo SAH luminescence, purified enzyme; hit rate 2.5% among 59,000; Q9BV86; Potency, µM (doses to about 114 µM), without a hit: at the top dose activity change, negative = inhibition, most hits filed as inhibitors;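 note: plate controls were DMSO vehicle for no effect and no enzyme for full effect; nearly all actives have a fitted effect of over 65% in size; many of its hits are not listed in these tables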
Target sequence (Q9BV86 whole entry, looked up): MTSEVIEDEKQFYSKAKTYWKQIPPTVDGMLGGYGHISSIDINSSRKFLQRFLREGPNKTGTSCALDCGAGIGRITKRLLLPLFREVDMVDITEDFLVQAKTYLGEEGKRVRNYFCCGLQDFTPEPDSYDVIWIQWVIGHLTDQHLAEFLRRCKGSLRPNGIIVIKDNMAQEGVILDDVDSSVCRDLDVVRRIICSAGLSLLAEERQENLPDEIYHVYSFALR
* = called active by the depositor; ? = inconclusive; / = no result given; & = joins results of further samples; ! = a repeat was not active; [ ] = remark or other dose. Calls come from the whole dose curve; as a rule, active = well fitted curve in the direction sought with a large enough effect; inconclusive = small, poorly fitted or top-dose-only effect, or another doubt; inactive = no such curve, though single readings can be large; an effect the other way counts as inactive or inconclusive. Unless noted, % is set by controls: 0 for no effect and ±100 for the full control effect; potency is the fitted concentration of half-maximal effect. These rows are one share of the data; count on the stated rates, not on these rows.

SMILES	FH mod	NTMT1 inhibitor
C=C[C@H]1CN2CC[C@@H]1C[C@H]2[C@H](O)c1ccnc2ccc(OC)cc12	-14%[53.3 µM]	/
C[C@]12CCCN1CC1=NNC(=O)c3cc(F)cc4[nH]c2c1c34	/	?
Cc1cccc(/C=N/Nc2cc(N3CCOCC3)nc(OCCc3ccccn3)n2)c1	/	-22%
C=C[C@H]1CN2CCC1C[C@@H]2C(O)c1ccnc2ccc(OC)cc12 (stereo not given in full)	/	1%
COc1cc2ncnc(Nc3ccc(F)c(Cl)c3)c2cc1NC(=O)C=CCN1CCCCC1	5%[53.3 µM]	-28%[57.5 µM]
N#CC(c1ccnc(NCCc2cccnc2)n1)c1nc2ccccc2s1 (stereo not given)	-3%[53.3 µM]	?
CCCCCCCCCCOCC(O)CN (stereo not given)	2%[53.3 µM]	?
Cc1noc(-c2ccc(-c3ccc(CC(=O)O)cc3)cc2)c1NC(=O)O[C@H](C)c1ccccc1	-7%	0%[57.5 µM]
CCCCc1c(-c2ccc(OC)cc2)[nH]c2nccnc12	7%	0%[57.5 µM]
COc1cc(C(=O)NCCCCCC(=O)O)cc(OC)c1OC	-1%[53.3 µM]	25%[57.5 µM]
Cc1oc2ccccc2c1CNC(=O)NCc1cccs1	1%	7%[57.5 µM]
Cn1cnc2c(F)c(Nc3ccc(Br)cc3F)c(C(=O)NOCCO)cc21	1%	23%&-7%[57.5 µM]
Cc1cc(C(N)=O)ccc1-n1c(CCC(=O)O)ccc1-c1ccc(-n2ccnc2)cc1	6%	6%[57.5 µM]
O=C(c1ccc(/C=C/c2n[nH]c3ccccc23)cc1)N1CCNCC1	-8%	?
CCC(Cc1c(I)cc(I)c(N)c1I)C(=O)O (stereo not given)	0%[53.3 µM]	-5%[57.5 µM]
CC(C)(F)C[C@@H](N[C@@H](c1ccc(-c2ccc(S(C)(=O)=O)cc2)cc1)C(F)(F)F)C(=O)NC1(C#N)CC1	5%	4%[57.5 µM]
CC(C)(C)c1ccc(-c2nc3c(N4CCN(Cc5ccc6nccnc6c5)CC4)cccc3[nH]2)cc1	-18%	-10%[57.5 µM]
Nc1nc(CC(=O)Nc2ccc(CCNCC(O)c3ccccc3)cc2)cs1 (stereo not given)	27%	3%[57.5 µM]
NC(=O)NC(=O)Cc1ccccc1	4%[53.3 µM]	10%[57.5 µM]
Cc1nc(Nc2n[nH]c3c2CN(C(=O)N[C@H](CN(C)C)c2ccccc2)C3(C)C)c2sccc2n1	1%	-18%
Cn1ncnc1COc1nn2c(-c3cc(F)ccc3F)nnc2cc1C(C)(C)C	-1%	5%[57.5 µM]
OC(c1ccc(-c2ccc(CN3CCN(Cc4ccncc4)CC3)cc2)c(F)c1)(C(F)(F)F)C(F)(F)F	-1%	15%
CN1C(=O)CC(C)(c2ccccc2)C1=O (stereo not given)	1%[53.3 µM]	-14%[57.5 µM]
COc1cc2nc(C3CC3)nc(N3CCN(c4ccccc4OC)CC3)c2cc1OC	-7%	?
CC[C@]12CCCN3CCc4c(n(c5ccccc45)[C@@](O)(C(=O)OC)C1)[C@@H]32	7%[53.3 µM]	5%[57.5 µM]

2 compounds picked at random from those above:
SMILES	FH mod	NTMT1 inhibitor
COc1cc2nc(C3CC3)nc(N3CCN(c4ccccc4OC)CC3)c2cc1OC	-7%	?
COc1cc(C(=O)NCCCCCC(=O)O)cc(OC)c1OC	-1%[53.3 µM]	25%[57.5 µM]

An excerpt from above in order of count of non-hydrogen atoms, ascending.
SMILES	FH mod	NTMT1 inhibitor
NC(=O)NC(=O)Cc1ccccc1	4%[53.3 µM]	10%[57.5 µM]
Cc1oc2ccccc2c1CNC(=O)NCc1cccs1	1%	7%[57.5 µM]
COc1cc(C(=O)NCCCCCC(=O)O)cc(OC)c1OC	-1%[53.3 µM]	25%[57.5 µM]
C=C[C@H]1CN2CC[C@@H]1C[C@H]2[C@H](O)c1ccnc2ccc(OC)cc12	-14%[53.3 µM]	/
O=C(c1ccc(/C=C/c2n[nH]c3ccccc23)cc1)N1CCNCC1	-8%	?
CC[C@]12CCCN3CCc4c(n(c5ccccc45)[C@@](O)(C(=O)OC)C1)[C@@H]32	7%[53.3 µM]	5%[57.5 µM]
Cn1cnc2c(F)c(Nc3ccc(Br)cc3F)c(C(=O)NOCCO)cc21	1%	23%&-7%[57.5 µM]
Nc1nc(CC(=O)Nc2ccc(CCNCC(O)c3ccccc3)cc2)cs1 (stereo not given)	27%	3%[57.5 µM]
Cc1cc(C(N)=O)ccc1-n1c(CCC(=O)O)ccc1-c1ccc(-n2ccnc2)cc1	6%	6%[57.5 µM]
Cc1noc(-c2ccc(-c3ccc(CC(=O)O)cc3)cc2)c1NC(=O)O[C@H](C)c1ccccc1	-7%	0%[57.5 µM]
CC(C)(F)C[C@@H](N[C@@H](c1ccc(-c2ccc(S(C)(=O)=O)cc2)cc1)C(F)(F)F)C(=O)NC1(C#N)CC1	5%	4%[57.5 µM]

New compounds follow.
SMILES	FH mod	NTMT1 inhibitor
O=C(Nc1ccc(Oc2ccnc3[nH]ccc23)c(F)c1)c1cccn(-c2ccc(F)cc2)c1=O	-3%	-3%&5%[57.5 µM]
Oc1cc2c(cc1O)C1c3ccc(O)c(O)c3OCC1(O)C2 (stereo not given)	-4%[53.3 µM]	?
O=C(O)CCNc1cc(N2CCc3ccccc3CC2)nc(-c2ccccn2)n1	?	7%[12.6 µM]
COc1ccc(F)c(F)c1C(=O)c1cnc(NC2CCN(S(C)(=O)=O)CC2)nc1N	9%	9%
CN(C)CCN(Cc1ccc(-c2ccc(CNCCc3ccccc3)cc2)cc1)C(=O)CCC1CCCC1	-6%	0%[57.5 µM]
Cc1ccsc1/C=C/C1=NCCCN1C	3%[53.3 µM]	13µM*
CCC(C)n1ncn(-c2ccc(N3CCN(c4ccc(OC[C@H]5CO[C@](Cn6cncn6)(c6ccc(Cl)cc6Cl)O5)cc4)CC3)cc2)c1=O (stereo not given in full)	-5%&7%&0%[53.3 µM]	-19%[29.8 µM]
NC(=O)c1ccc([N+](=O)[O-])cc1Cl	6%[53.3 µM]	9%[57.5 µM]
Cc1cc(C)c2c(c1)C(N(Cc1cc(C(F)(F)F)cc(C(F)(F)F)c1)c1nnn(C)n1)CCCN2CC1CCC(C(=O)O)CC1 (stereo not given)	-23%	1%[57.5 µM]
CN[C@@H]1C[C@H]2O[C@@](C)([C@@H]1OC)n1c3ccccc3c3c4c(c5c6ccccc6n2c5c31)C(=O)N[C@H]4O	-5%[13.5 µM]	-9%[29.8 µM]
CC(C)(C)CC(=O)OCC(=O)[C@@]1(O)CC[C@H]2[C@@H]3CCC4=CC(=O)C=C[C@]4(C)[C@H]3[C@@H](O)C[C@@]21C	0%[53.3 µM]	13%[57.5 µM]
CC(Oc1ccc2[nH]nc(/C=C/c3cnn(CCO)c3)c2c1)c1c(Cl)cncc1Cl (stereo not given)	?	?
C#C[C@]1(O)CC[C@H]2[C@@H]3CCC4=CC(=O)CC[C@@H]4[C@H]3CC[C@@]21CC	4%[53.3 µM]	?
CCC(=O)O[C@]1(C(=O)COC)[C@@H](C)C[C@H]2[C@@H]3CCC4=CC(=O)C=C[C@]4(C)C3(F)[C@@H](O)C[C@@]21C (stereo not given in full)	-4%[53.3 µM]	?
C=C1CCC[C@]2(C)C[C@]3(O)OC(=O)C(C)=C3C[C@@H]12	-10%	0%[57.5 µM]
COc1cc(N(C)CCN(C)C)c(N)cc1Nc1nccc(-c2cn(C)c3ccccc23)n1	-6%	1%[57.5 µM]
CC1CCCCN1S(=O)(=O)c1ccc(N2CCCC2=O)cc1 (stereo not given)	2%	3%[57.5 µM]
CCOc1ccc(Nc2nc(-c3c(C)nc4ccccn34)cs2)cc1	-8%	-9%
CC(C)(CO)[C@@H](O)C(=O)NCCCO	1%[53.3 µM]	-12%[57.5 µM]
CCCC(=O)Nc1ccc(O)c(C(C)=O)c1	-4%[53.3 µM]	-9%[57.5 µM]
CC1(C)Oc2ccc(C#N)cc2[C@@H](N2CCCC2=O)[C@@H]1O	2%[53.3 µM]	5%[57.5 µM]
Cc1cc(O)c2c(c1)C(=O)c1cccc(O)c1C2=O	5%[53.3 µM]	13%
COc1cc2[nH]c(=O)[nH]c(=O)c2cc1OC	-3%[53.3 µM]	23%[57.5 µM]
CCCCC(=O)O[C@]1(C(=O)CO)[C@@H](C)C[C@H]2[C@@H]3CCC4=CC(=O)C=C[C@]4(C)[C@@]3(F)[C@@H](O)C[C@@]21C	-5%[53.3 µM]	13%
CN=C(N)NC(=O)Nc1c(C)cccc1C	0%[53.3 µM]	18%[57.5 µM]
The list continues.
SMILES	FH mod	NTMT1 inhibitor
Cc1ccc(C(=O)C(C)CN2CCCCC2)cc1 (stereo not given)	-8%	5%&12%[57.5 µM]
CC(C)(C)Sc1c(CC(C)(C)C(=O)O)n(Cc2ccc(Cl)cc2)c2ccc(OCc3ccc4ccccc4n3)cc12	?	9%
CCOC(=O)Nc1ccc2c(c1)N(C(=O)CCN1CCOCC1)c1ccccc1S2	-4%[53.3 µM]	-11%[57.5 µM]
C[C@H]1c2cccc(O)c2C(O)=C2C(=O)[C@]3(O)C(O)=C(C(N)=O)C(=O)[C@@H](N(C)C)[C@@H]3[C@@H](O)[C@@H]21	-9%&0%&1%[53.3 µM]	?
COc1cc(CCC2=NN=C(NC(=O)c3ccc(N4C[C@@H](C)N[C@@H](C)C4)cc3)C2)cc(OC)c1	7%	-25%[57.5 µM]
Nc1ncnc(Nc2ccccc2)n1	3%[53.3 µM]	-32%[57.5 µM]
COC(=O)/C=C(/C)N	-3%[53.3 µM]	2%[57.5 µM]
COc1cccc2c(NCc3ccccc3)nc(-n3c(N)nc4ccccc43)nc12	9%	?
O=C(c1ccccc1)c1ccc2n1CCC2C(=O)O (stereo not given)	-14%&2%&3%[53.3 µM]	-9%
CCCCNc1ncc2c(-c3ccc(S(=O)(=O)N4CCOCC4)cc3)nn(C3CCC(O)CC3)c2n1 (stereo not given)	4%	14%[57.5 µM]
Cc1c(NC(=O)OCC2COCCN2)cn2ncnc(Nc3ccc4c(cnn4Cc4cccc(F)c4)c3)c12 (stereo not given)	22%	-6%
CC1CCc2c(N3CCC(O)CC3)c(F)cc3c(=O)c(C(=O)O)cn1c23 (stereo not given)	0%[53.3 µM]	-19%[57.5 µM]
CCCCN(CCCC)CC(O)c1cc(Cl)cc2c1-c1ccc(Cl)cc1/C2=C/c1ccc(Cl)cc1 (stereo not given)	-25%&-11%[53.3 µM]	-9%[57.5 µM]
COc1cc(C)nc(-n2nc(C)cc2OC)n1	4%[53.3 µM]	10%[57.5 µM]
Cc1noc2c1-c1ccccc1C(c1ccc(Cl)cc1)=N[C@H]2CC(N)=O	12%	-7%
COc1cc2c(cc1OC)CN(CCc1ccc(NC(=O)c3cccc4c(=O)c5cccc(OC)c5[nH]c34)cc1)CC2	-13%	28µM*!
Cc1[nH]c(/C=C2\C(=O)Nc3ccc(F)cc32)c(C)c1C(=O)NC[C@H](O)CN1CCOCC1	-1%	?
COC(=O)C1=CO[C@@H](O[C@@H]2O[C@H](CO)[C@@H](O)[C@H](O)[C@H]2O)C2C1CC(O)C2C (stereo not given in full)	5%[53.3 µM]	7%[29.8 µM]
Cc1ccc(C(=O)N(CCCN)[C@@H](c2oc3cc(Cl)ccc3c(=O)c2Cc2ccccc2)C(C)C)cc1	-6%[53.3 µM]	?
CN(CCOc1ccc(NS(C)(=O)=O)cc1)CCc1ccc(NS(C)(=O)=O)cc1	-3%&4%&5%[53.3 µM]	5%
COc1ccc(Cl)c(Nc2ncnc3cc(OCC4CCN(C)CC4)c(OC)cc23)c1	-2%	28µM*
O=C1CCc2cc(OCCCCc3nnnn3C3CCCCC3)ccc2N1	-19%&10%&2%[53.3 µM]	12%
NC(=O)c1c(OCc2c(F)cc(Br)cc2F)nsc1NC(=O)NCCCCN1CCCC1	25%	30µM*!
CC(C)(C(=O)c1cccnc1)c1cccnc1	4%[53.3 µM]	3%[57.5 µM]
CNS(=O)(=O)CC1CCC(N(C)c2ncnc3[nH]ccc23)CC1 (stereo not given)	1%	3%[57.5 µM]
Next entries:
SMILES	FH mod	NTMT1 inhibitor
COc1ccccc1OC(=O)Oc1ccccc1OC	3%[53.3 µM]	-15%[57.5 µM]
C[C@H](CCC(=O)O)[C@H]1CC[C@H]2[C@@H]3[C@H](O)C[C@@H]4C[C@H](O)CC[C@]4(C)[C@@H]3CC[C@]12C	8%[53.3 µM]	17%[57.5 µM]
CCCc1cc(C(N)=S)ccn1	6%&1%[53.3 µM]	?
Cc1ccccc1C(C(=O)NC1CCCCC1)N(C(=O)Cn1ccnc1C)c1cccc(F)c1 (stereo not given)	7%	-2%&5%[57.5 µM]
COc1ccc(C#Cc2ccc(C(=O)N3CCC[C@@H](CO)C3)cc2)cc1	6%	-2%[57.5 µM]
CC(=O)O[C@@]12CO[C@H]1C[C@H](O)[C@@]1(C)C(=O)[C@H](O)C3=C(C)[C@@H](OC(=O)C(O)[C@@H](NC(=O)OC(C)(C)C)c4ccccc4)C[C@@](O)([C@@H](OC(=O)c4ccccc4)[C@@H]21)C3(C)C (stereo not given in full)	-2%[53.3 µM]	8%[57.5 µM]
CCS(=O)(=O)N1CCN(c2ccc(Nc3ncc(C(N)=O)c(NC4CC4)n3)cc2)CC1	1%	?
O=C(O)c1n[nH]c2c1C[C@H]1C[C@@H]21	1%	3%[57.5 µM]

Compound activity deposited in PubChem by National Center for Advancing Translational Sciences (NCATS).
